Bioassay records from PubChem BioAssay.
HCV inhibitor: qHTS Assay for Inhibitors of Hepatitis C Virus (HCV) | Huh7.5.1 HCVcc-Cre infection, luciferase reporter, 44 h | Potency, µM (titrated, usually from 41.8 µM), without a hit: top-dose activity change, negative = inhibition, actives largely listed as inhibitors | actives 3.4% (n = 340,000) | AID 651820, 2012
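Compounds are dispensed onto cells plated 4 h earlier at 1,000 per well, with HCVcc-Cre virus (about 0.5 moi) added next. Following 44 h of culture, luminescent signal is measured for 15 sec after 15 min with substrate at room temperature.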
TbPYK inhibitor: qHTS of Trypanosoma Brucei Inhibitors; TbPYK enzyme, Kinase-Glo Plus ATP luminescence, 45 min; pyruvate kinase (Trypanosoma brucei), Q57TT1; Potency, µM (series often up to 76.8 µM), without a hit: top-dose activity, negative = inhibition, actives largely listed as inhibitors; actives 0.12% (n = 410,000); AID 624173, 2012; further: nearly all actives have a fitted effect of over 50% in size
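Readout: single end-point luminescence (Kinase-Glo Plus, 10 min). Reaction conditions were TbPYK/substrate plus 130 uM ADP, 45 min at RT, pH 7.2 TEA buffer. No-enzyme wells served as controls, and data were normalized before concentration-response fitting.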
* hit, by the source's call; ? = inconclusive; & = joins results of further samples; [ ] = dose if it differs, or a comment. The call rests on the fitted dose curve; in most records, active means well fitted curve in the direction sought with a large enough effect; inconclusive means small, poorly fitted or top-dose-only effect, or another doubt; inactive means no such curve, though single readings can be large; an effect the other way counts as inactive or inconclusive. On the % scale 0 is the no-effect control and ±100 the full control effect; potency means the concentration at half of the fitted maximal effect.

Each structure is followed by: HCV inhibitor, TbPYK inhibitor
COCCn1c(C)cc(C(=O)CSc2nc(C)nc3sc4c(c23)CCC4)c1C
→ 10µM*, -11%
Cc1ccsc1C(=O)OCC(=O)N1CCN(c2ccccc2)CC1
→ ?, -7%
Cc1nn(C)c(C)c1/C=C/C(=O)c1cccs1
→ ?, -3%
Cc1cccc(N2CCN(C(=S)c3ccc4c(c3)OCO4)CC2)c1
→ -30%, -18%
C=CC[C@@H](CC(=O)N[C@@H](CO)Cc1ccccc1)C(=O)N[C@@H](COC(=O)[C@@H](CC=C)Cc1ccc(F)cc1)Cc1c[nH]c2ccccc12
→ -10%, 0%
COc1cc2c(cc1OC)C(Cc1ccccc1[N+](=O)[O-])=NCC2
→ -9%, -13%
O=C(COC(=O)COc1ccccc1[N+](=O)[O-])NCc1ccc2c(c1)OCO2
→ 6%, 3%
Nc1c(N(CCCO)C(=O)CCCN2C(=O)c3cccc4cccc(c34)C2=O)c(=O)[nH]c(=O)n1Cc1ccccc1
→ 4%, 0%
COc1ccc(CCNC(=O)C(=O)NCC2OCCN2S(=O)(=O)c2cccs2)cc1OC (stereo unspecified)
→ -16%, 4%
Cc1cccc(N2O[C@H]3C=CC2CCCC3)n1
→ 25µM*, 3%

Further entries follow:
Each structure is followed by: HCV inhibitor, TbPYK inhibitor
CCOc1ccc(S(=O)(=O)NCCC(=O)OCC(=O)NC(=O)c2cccn2C)cc1
→ 9%, -1%
C[C@]12c3[nH]c4cc(-c5ccco5)ccc4c3CCN1C(=O)[C@@H](CC(=O)NCCC1=CCCCC1)C[C@@H]2C(=O)N1CCOCC1
→ ?, 6%
C[C@H](CO)N1C[C@H](C)[C@H](CN(C)CC2CC2)Oc2ccc(NC(=O)CCN3CCOCC3)cc2C1=O
→ -1%, 0%
COc1cc2c(cc1OC)C(C)N(CCc1ccc(Cl)cc1)CC2 (stereo unspecified)
→ -24%, -1%
COc1ccc2nc3ccccc3[n+]([O-])c2c1
→ 3%, 7%
CC(C)(C)[C@H]1C=C(C(=O)O)O[C@@H](OCCCCO)C1
→ 1%, 3%
O=c1cc(-c2ccccc2)[nH]n1-c1ccccc1
→ 2%, -3%
C[C@H](NC(=O)c1ccco1)C(=O)NNC(=O)COc1cccc(C(F)(F)F)c1
→ 3%, -7%
NC(=S)NN=C1CCCC(C(F)(F)F)C1 (stereo unspecified)
→ 19%, -2%
COC(=O)C1=C(c2ccc(S(C)(=O)=O)cc2)C[C@@H]2CC[C@H]1N2C(=O)NCCO
→ 10%, -3%

The last five compounds of the part before come first, to join the parts.
Each structure is followed by: HCV inhibitor, TbPYK inhibitor
CC(C)(C)[C@H]1C=C(C(=O)O)O[C@@H](OCCCCO)C1
→ 1%, 3%
O=c1cc(-c2ccccc2)[nH]n1-c1ccccc1
→ 2%, -3%
C[C@H](NC(=O)c1ccco1)C(=O)NNC(=O)COc1cccc(C(F)(F)F)c1
→ 3%, -7%
NC(=S)NN=C1CCCC(C(F)(F)F)C1 (stereo unspecified)
→ 19%, -2%
COC(=O)C1=C(c2ccc(S(C)(=O)=O)cc2)C[C@@H]2CC[C@H]1N2C(=O)NCCO
→ 10%, -3%
CN1C(c2ccc(F)cc2)=CS/C1=C(/C#N)c1nnc2n1-c1ccccc1SC2
→ 6%, -2%
OC(CCCN1CCCCC1)(c1ccccc1)c1ccc(C(F)(F)F)cc1 (stereo unspecified)
→ 11µM*, -3%
O=C(/C=C/c1ccccc1)c1ccc2ccccc2c1
→ -6%, 7%
COc1cc(OC)c2c(-c3cccc(-c4ccc(OC)c(OC)c4)c3)cc(=O)oc2c1
→ ?, 3%
C[C@@H]1CN[C@@H](CCO)/C1=C\c1ccccc1
→ -16%, -6%
CC(=O)OC1CC[C@@]2(C)C(=CC(=O)C3C4CCC(OC(C)=O)[C@@]4(C)CCC32)C1 (stereo partly specified)
→ 18%, 10%
CC(C)(O)CN(C(=O)c1ccc([N+](=O)[O-])cc1)C1CCCC1
→ 10%, -7%
COC(=O)[C@]1(C)N[C@H](c2ccc(-c3cccc(Cl)c3)cc2)[C@@H]2C(=O)N(C)C(=O)[C@@H]21
→ 24%, -13%
O=S(=O)(NC(CO)Cc1ccccc1)c1cc(Cl)ccc1F (stereo unspecified)
→ 14%, 1%
CCN(C(=O)COC(=O)CCC(=O)c1cccs1)C1CCCCC1
→ 6%, 2%

Remaining list, next part
Each structure is followed by: HCV inhibitor, TbPYK inhibitor
CC(=O)Nc1ccc2c(O)cc(S(=O)(=O)O)cc2c1
→ 4%, 3%
CCN(C[C@H]1N[C@@](CC)(C(=O)OC)[C@H]2C(=O)N(Cc3ccccc3)C(=O)[C@@H]12)C(=O)c1ccc(C(C)(C)C)cc1
→ -30%[8.37 µM], 2%
CC(C)N1CCN(C(=O)c2ccc([N+](=O)[O-])cc2)CC1
→ 23%, -9%
CN(C)CCNC(=O)c1c(CSc2ccc(Cl)cc2)noc1C(=O)NCc1ccccc1
→ 13%, -3%
Cc1ccc(NC(=S)NCc2ccccc2)cc1C
→ -12%, 2%
CCCCn1c(N)c(N(CC(C)C)C(=O)c2ccc(OC)c(S(=O)(=O)N3CCOCC3)c2)c(=O)[nH]c1=O
→ 3%, 2%
CC(NC(=O)COC(=O)C12CC3CC(CC(O)(C3)C1)C2)c1ccccc1 (stereo unspecified)
→ 6%, 9%
COc1ccc2c(-c3ccc(OCCN4CCCCC4)cc3)c(-c3ccccc3OC)sc2c1
→ ?, 3%
Brc1ccc(CN2CCCCCC2)cc1
→ -8%, -14%
O=C(COC(=O)CCC(=O)c1ccc(F)cc1)NC1CCCCC1
→ -12%, -7%

Going on with the list:
Each structure is followed by: HCV inhibitor, TbPYK inhibitor
Cc1ccc(C)c(NC(=O)COC(=O)c2nn(C)c(=O)c3ccccc23)c1
→ 22%, 2%
COc1ccc(C(=O)Nc2c(O)ccc3ccccc23)cc1OC
→ -8%, 2%
CN(C)C(=O)CCc1ccc2c3c([nH]c2c1)[C@]1(CCC2CCCC2)[C@@H](C(=O)N2CCOCC2)C[C@H](CC(=O)NCC24CC5CC(CC(C5)C2)C4)C(=O)N1CC3
→ -2%, 1%
Oc1ccc(Nc2ccc3ccccc3c2)cc1
→ -24%, -16%
CCOC(=O)c1sc2nc(C)nc(N3CCN(S(=O)(=O)c4ccccc4)CC3)c2c1C
→ ?, -20%
CCCCn1c(N)c(N(CC(C)C)C(=O)c2cc(Br)c(Br)s2)c(=O)[nH]c1=O
→ 5%, 2%
CC(=O)c1cccc(S(=O)(=O)N2CCC(C(=O)Oc3ccc(-c4nnco4)cc3)CC2)c1
→ 2%, -3%
O=[N+]([O-])c1cccc(COc2cccc(CN3CCCC3)c2)c1
→ ?, -1%
COC(=O)[C@H](Cc1ccc(O)cc1)NC(=O)Cn1cnc2c(NCc3ccccc3)ncnc21
→ ?, -2%
CCOc1ccc(C=NNC(=O)c2cccc3ccccc23)cc1OCC
→ ?, -4%

Next section.
Each structure is followed by: HCV inhibitor, TbPYK inhibitor
Fc1cccc(F)c1[B-](F)(F)F
→ -3%[8.37 µM], 3%
O=C(CCCCC(=O)Nc1c(I)cc(I)c(C(=O)O)c1I)Nc1c(I)cc(I)c(C(=O)O)c1I
→ -3%, 3%&4%
CCOC(=O)C1CCCCN1C(=O)/C(=C/c1ccc(OC)cc1)c1ccc(OC)c(OC)c1 (stereo unspecified)
→ 12%, -1%
O=C(Nc1ccc2c(c1)CCC2)c1cccc(OC(F)F)c1
→ ?, -3%
CN1CCN(S(=O)(=O)NC[C@H]2O[C@@H](n3cnc4c(N)ncnc43)[C@H](O)[C@@H]2O)CC1
→ 23%, 0%
CCOc1ncccc1C(=O)Nc1cc(S(=O)(=O)N2CCOCC2)ccc1OCC(F)(F)F
→ 5%, 4%
Cc1ccc(C)c(Nc2nc3ccccc3[nH]2)c1
→ ?, -3%
Cc1ccc(S(=O)(=O)/N=C(/Nc2ccc([N+](=O)[O-])cc2[N+](=O)[O-])c2ccccc2)cc1
→ -6%, 5%
O=C(Cc1ccc(NC(=O)C2CCN(C(=O)C3CCC3)CC2)cc1)Nc1cccc(C(=O)N2CCCCC2)c1
→ ?, -9%
C[C@H]1CN(S(=O)C(C)(C)C)[C@H](CCO)/C1=C\CCO (stereo partly specified)
→ -19%, 9%

Next section.
Each structure is followed by: HCV inhibitor, TbPYK inhibitor
C/C=C(\C)C(=O)OC1[C@H](OC(C)=O)C2(CO)C(CC1(C)C)C1=CCC3C4(C)CCC(O[C@@H]5O[C@H](C(=O)O)[C@@H](O[C@@H]6O[C@H](CO)[C@@H](O)[C@H](O)[C@H]6O)[C@H](O)[C@H]5O[C@H]5O[C@H](CO)[C@@H](O)[C@H](O)[C@H]5O)[C@](C)(CO)C4CCC3(C)[C@]1(C)C[C@H]2O (stereo partly specified)
→ 3.2µM*, -4%
C[C@@]12C(=O)N(CC3CCCO3)CC(=O)N1[C@H]1c3cc(Cl)ccc3OC[C@@H]1[C@@H]2c1ccccc1 (stereo partly specified)
→ 1%, 0%
COc1ccc2c(c1)/C(=C/c1cc(OC)c(OC)c(OC)c1)C(=O)N2
→ ?, -6%
O=C1NC(c2cccc3ccccc23)Nc2ccc(Cl)cc21 (stereo unspecified)
→ -24%, -2%
CNC(=O)[C@@]1(Cc2ccccc2)C=C[C@@H](C)N1C(=O)OC
→ 13%, -2%
CCOc1cccc(C2C(C(=O)c3ccc(C)o3)=C(O)C(=O)N2c2nnc(C)s2)c1 (stereo unspecified)
→ -4%, 14%
COc1cccc2c1C1COC3C4CC(C(=O)O)C(C(C2)N13)N4C (stereo unspecified)
→ ?, -16%
COC(=O)C1=C(c2cccc(OC)c2OC)C[C@@H]2CC[C@H]1N2C(=O)NC1CCCCC1
→ -7%, -1%
CCN1C[C@@H]2[C@@H]3C(=O)N(Cc4ccccc4)C(=O)[C@@H]3[C@](CC)(C1=O)N2C(=O)c1ccc(Cl)c(Cl)c1
→ 25%, -8%
Cc1ccccc1C(=O)Nc1c(C(=O)N2CCN(C)CC2)cnn1-c1ccccc1
→ 25%, 1%

Some of the entries so far, field by field:
CC(C)(C)[C@H]1C=C(C(=O)O)O[C@@H](OCCCCO)C1
  HCV inhibitor = 1%
  TbPYK inhibitor = 3%

O=c1cc(-c2ccccc2)[nH]n1-c1ccccc1
  HCV inhibitor = 2%
  TbPYK inhibitor = -3%

C[C@H](NC(=O)c1ccco1)C(=O)NNC(=O)COc1cccc(C(F)(F)F)c1
  HCV inhibitor = 3%
  TbPYK inhibitor = -7%

The list goes on.
Each structure is followed by: HCV inhibitor, TbPYK inhibitor
O=C(Cc1ccc(NC(=O)C2CCCN(C(=O)C3CC3)C2)cc1)Nc1ccc(C(=O)N2CCOCC2)cc1 (stereo unspecified)
→ -13%[8.37 µM], 4%
COc1ccc(NC(=O)CN(C)C(=O)c2ccc(C)c(S(=O)(=O)N3CCCCC3)c2)cc1
→ -9%, -5%
c1ccc(C2CC3CC(c4ccccc4)N2O3)cc1 (stereo unspecified)
→ -10%, 1%
COC(=O)C1=C(c2cc3ccccc3s2)C[C@@H]2CC[C@H]1N2C(=O)NCc1cccc2ccccc12
→ ?, -3%
N/C(=N\OCC(=O)Nc1ccc(F)c(Cl)c1)c1ccccc1
→ -8%, 7%
Cc1cc(=O)[nH]c(N2CCCCC2)n1
→ 37%[activator], -7%
COC(=O)[C@@H]1C[C@H]1[C@@H](NC(=O)c1cc(C)on1)c1ccccc1
→ 4%, 7%
Cc1noc(C)c1S(=O)(=O)N(C)C[C@H]1Oc2c(NS(=O)(=O)c3cn(C)cn3)cccc2C(=O)N([C@H](C)CO)C[C@@H]1C
→ ?, 4%
COc1cccc(/C=C2/CCC(CN(C)C)C2=O)c1 (stereo unspecified)
→ ?, -23%
CCN1CCC(CN2CCNC2=S)CC1
→ -11%, -3%

(further entries)
Each structure is followed by: HCV inhibitor, TbPYK inhibitor
Cc1cc(C(=O)CSc2nc(N)cc(=O)[nH]2)c(C)n1CC1CCCO1 (stereo unspecified)
→ ?, 2%
CCCN(CC(=O)Nc1ccccc1OC)CC(=O)c1c(N)n(Cc2ccccc2)c(=O)n(C)c1=O
→ ?, -12%
CN(C)/C=C(\C(=O)c1ccc(Cl)cc1)c1nnnn1-c1ccc(Cl)cc1
→ 14%, -11%
c1ccc(COC2COC3C(OCc4ccccc4)COC23)cc1 (stereo unspecified)
→ -3%, -3%
CCc1c(C#N)c(=O)[nH]c(=O)n1-c1ccccc1
→ 14%, -3%
Nc1nc(SCC(=O)N2CCCc3ccccc32)n[nH]1
→ 7%, 0%
O=C(Nc1cccc(S(=O)(=O)Nc2ccccc2F)c1)c1ccco1
→ 0%, -8%
COc1ccc(NC(=O)CSc2n[nH]c(-c3ccncc3)n2)cc1Cl
→ -7%, -6%
O=C(CCC1CCCCC1)Nc1cccc(C(=O)Nc2ccc(C(=O)O)cc2)c1
→ 20%, 0%
C#C[C@]1(O)CCC2C3CCC4=Cc5oncc5CC4(C)C3CCC21C (stereo partly specified)
→ -20%, 4%
Cc1c(-c2ccccc2)c(-c2ccc(OCCN(C)C)cc2)n2ccccc12
→ ?, 1%
Cc1cccc(C)c1NC(=O)CN(C)CC(=O)N1CC(=O)Nc2ccccc21
→ 16%, 2%
O=C1C(=O)N(c2ccccc2)C(c2ccccc2)C1c1ccccc1 (stereo unspecified)
→ -17%, 2%

Not all compounds are listed. The share of hits here may be higher or lower than overall.
